Compound activity as filed in PubChem.
RTF Ca sens act = cardiac RTF calcium sensitivity activators, primary screen, biochemical, IANBD-TnC fluorescence, EC20 calcium. Troponin I, cardiac muscle (Homo sapiens) + Troponin T, cardiac muscle (Homo sapiens) + …. IANBD-labeled TnC RTF fluorescence at EC20 calcium; 0% EC20 calcium, 100% full calcium. activation, % at 7.2 µM. hit rate 0.24% among 340,000. AID 493008, 2010;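 active = activation above the mean over all tested compounds plus 3 SD, cut at about 30% in these data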;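 also: rise in fluorescence read as greater calcium sensitivity of cardiac thin filaments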
Wnt bcat act = Wnt/beta-catenin pathway activators, primary screen, cell-based, plate reader, single point | hit rate 1.2% among 300,000 | activation, % at 9.35 µM | AID 743398, 2014 | Wnt/beta-catenin reporter cell assay, activator; in the data active = activation above about 30%, passing the limit was not always enough; inconclusive = no clear call, values can overlap the other calls;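 also: 0% = neutral control wells and 100% = positive control wells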
Rtt109 Vps75 = inhibitors of C. albicans Rtt109/Vps75 HAT, primary screen, biochemical, ThioGlo CoA-SH fluorescence, plate reader | AID 540336, 2011 | hit rate 0.16% among 330,000 | inhibition, % at 34.9 µM | purified Rtt109/Vps75, 4 h;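 active = inhibition of at least 50% in every replicate; inconclusive = best replicate reaches 50% inhibition but some replicates fall short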
Target sequence (Q5AAJ8 whole entry, looked up): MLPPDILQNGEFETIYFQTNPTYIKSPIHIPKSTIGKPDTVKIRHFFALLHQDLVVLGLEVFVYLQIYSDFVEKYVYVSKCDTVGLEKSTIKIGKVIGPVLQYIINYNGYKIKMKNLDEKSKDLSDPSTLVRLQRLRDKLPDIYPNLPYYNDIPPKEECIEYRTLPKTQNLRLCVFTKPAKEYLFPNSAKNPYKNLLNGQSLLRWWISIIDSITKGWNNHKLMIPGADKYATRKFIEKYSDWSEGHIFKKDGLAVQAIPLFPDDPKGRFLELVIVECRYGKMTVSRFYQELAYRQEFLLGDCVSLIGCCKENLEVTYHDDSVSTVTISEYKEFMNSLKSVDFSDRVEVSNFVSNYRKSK
SR-BI uptake up = activators of SR-BI mediated DiI-HDL uptake, primary screen, ldlA[mSR-BI] CHO cells, DiI fluorescence | activation, % at 12.5 µM | 3 h; 100 = double the neutral-control signal | hit rate 0.096% among 320,000 | AID 504775, 2011;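 active = mean replicate activation of at least 60% and every replicate at or above 60%; inconclusive = mean or all-replicate condition met, but not both; inactive = mean below 60% and not all replicates reaching 60%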;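 also: 0% = median plate neutral-control signal and 100% = twice that signal; values of inactives mirror those of a sister screen read the other way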
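System: LDL receptor-deficient CHO ldlA cells overexpressing murine SR-BI | Timing: 3 h uptake period with compound, 37 °C | Medium: HEPES-buffered (25 mM, pH 7.4) F12 plus 0.5% BSA | Dosing: Single-point compound dose | Signal: Bottom-read fluorescence, 550/595 nm | Read-out: Retained DiI signal reflecting DiI-HDL uptake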
SR-BI DiI inh = inhibitors of SR-BI mediated HDL lipid uptake, primary screen, ldlA[mSR-BI] cells, fluorescence, single point; inhibition, % at 12.5 µM; hit rate 0.96% among 320,000; Scavenger receptor class B member 1 (Mus musculus), Q61009; ldlA[mSR-BI] CHO cells, DiI-HDL uptake fluorescence, 3 h;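 active = mean replicate inhibition of at least 70% and a set share of replicates each scoring 70 or more; inconclusive = meets just one of the two criteria; inactive = fails both criteria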;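 also: 0% = median of neutral control wells and 100% = median of positive control wells; values of inactives mirror those of a sister screen read the other way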
PvdQ acylase = P. aeruginosa PvdQ acylase inhibitors, primary screen, biochemical, fluorescence, plate reader and imaging, single point. purified PvdQ acylase. inhibition, % at 10 µM. PvdQ acylase [Pseudomonas aeruginosa LESB58]. AID 488965, 2010. hit rate 0.063% among 340,000; in the data active = inhibition above about 30%, passing the limit was not always enough; inconclusive = no clear call, values can overlap the other calls;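 also: 0% = vehicle neutral wells and 100% = reference inhibitor wells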
CDK5 p35 inh = inhibitors of human CDK5/p35 kinase, primary screen, biochemical, single concentration; Cyclin-dependent kinase 5 (Homo sapiens) + Cyclin-dependent kinase 5 activator 1 (Homo …; Recombinant CDK5/p35, ADP-Glo luminescence, 60 min; inhibition, % at 10 µM; hit rate 0.01% among 330,000; AID 488839, 2010;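 active = highest replicate inhibition of at least 50% and at least 75% of replicates reaching 50%; inconclusive = only one of the two criteria met; inactive = both criteria failed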;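 also: plate controls were DMSO neutral control for no effect and GW8510 at 10 µM for full effect; many of its hits are not listed in these tables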
HTR5A ag = HTR5A agonists in luminescence cell assay, primary screen, counter-screen for OPRM1-OPRD1 heterodimer agonist project, full-deck HTS. hit rate 0.61% among 340,000. cell-based. activation, % at 9.3 µM. AID 504692, 2011; in the data active = activation mostly above about 9.5%, no sharp cut-off; inactive = mostly below about 7.6%;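 also: 0% = cells with vehicle only and 100% = reference agonist; strong numbers were not always called active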
Target sequence (P47898 whole entry, looked up): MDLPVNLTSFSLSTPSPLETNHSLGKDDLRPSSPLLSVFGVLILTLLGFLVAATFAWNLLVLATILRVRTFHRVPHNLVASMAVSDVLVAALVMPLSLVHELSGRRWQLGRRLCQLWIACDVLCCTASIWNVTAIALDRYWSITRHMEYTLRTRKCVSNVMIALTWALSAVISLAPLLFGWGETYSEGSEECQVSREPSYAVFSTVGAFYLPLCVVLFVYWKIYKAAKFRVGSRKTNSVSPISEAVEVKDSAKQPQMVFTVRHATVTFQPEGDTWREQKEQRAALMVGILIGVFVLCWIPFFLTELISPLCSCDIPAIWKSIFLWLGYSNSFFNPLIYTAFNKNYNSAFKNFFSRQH
dFosB act = activators of delta FosB homodimer, primary screen, biochemical, fluorescence polarization, TAMRA-CDK5 oligo, single point; purified delta FosB; percent of positive-control signal above neutral wells; Protein FosB (Mus musculus), P13346; activation, % at 25 µM; hit rate 0.99% among 340,000; AID 493131, 2011;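 active = mean activation above about 17%, with every replicate also reaching it, limit read from the data, passing the limit was not always enough; inconclusive = only one of the two conditions met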;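 also: fluorescence polarization rise as delta FosB binds a TAMRA Cdk5 AP-1 oligo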
Target sequence (P13346 whole entry, looked up): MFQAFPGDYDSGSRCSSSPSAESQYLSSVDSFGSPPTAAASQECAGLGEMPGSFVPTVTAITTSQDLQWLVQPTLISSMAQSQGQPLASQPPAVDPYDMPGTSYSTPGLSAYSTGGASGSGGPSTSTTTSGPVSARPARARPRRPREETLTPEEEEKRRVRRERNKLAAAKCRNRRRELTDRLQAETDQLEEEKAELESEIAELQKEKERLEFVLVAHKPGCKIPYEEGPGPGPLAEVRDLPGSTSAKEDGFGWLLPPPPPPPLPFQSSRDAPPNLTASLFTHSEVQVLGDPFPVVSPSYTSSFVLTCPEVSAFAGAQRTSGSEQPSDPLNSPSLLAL
MITF TRPM1 HTS = activators of MITF-driven TRPM1 promoter reporter, primary screen, cell-based, SK-MEL-5, luciferase, single point. AID 588334, 2011. SK-MEL-5 TRPM1-promoter luciferase, 24 h; % of positive control, neutral wells = 0. activation, % at 12.5 µM. hit rate 0.75% among 300,000;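 active = mean activation of at least 80% with every replicate also reaching 80%; inconclusive = mean reaches 80% but some replicate falls short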;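 also: 0% = neutral control wells and 100% = parthenolide positive control wells; values of inactives mirror those of a sister screen read the other way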
* hit, by the source's call; ? = inconclusive; nt = not tested or not shown. Not a hit list. About 4.4% of those tested had a hit in this group.

SMILES	RTF Ca sens act	Wnt bcat act	Rtt109 Vps75	SR-BI uptake up	SR-BI DiI inh	PvdQ acylase	CDK5 p35 inh	HTR5A ag	dFosB act	MITF TRPM1 HTS
CC(C)CC1NC(=O)N(CC(=O)Nc2ccc(OCc3ccccc3)cc2)C1=O (configuration not stated)	-1	2	-5	-9	9	-7	1.3	0	-15	13
O=C(C1CCN(S(=O)(=O)c2cc(Cl)ccc2Cl)CC1)N1CCOCC1	-11	-2	1	14	-14	0	1.9	0	-6	-5
COc1ccc(C)cc1S(=O)(=O)N1CCCC(C(=O)N2CCN(c3ccccc3F)CC2)C1 (configuration not stated)	-4	-2	7	-32	32	-6	0.0	4	-6	1
Cc1ccc(NC(=O)c2ccc(OC(=O)c3cc4ccccc4o3)cc2)cc1	3	43*	1	-12	12	-19	-0.7	4	9	60
CC(C)CN(C(=O)CN(C)S(=O)(=O)c1ccc(Cl)cc1)C1CCS(=O)(=O)C1 (configuration not stated)	-1	3	-2	27	-27	-10	-0.1	4	-9	0
O=C(C1=C[C@@H](C2CCCCC2)C[C@@H](OCc2ccc(CO)cc2)O1)N1CCN(Cc2ccc3c(c2)OCO3)CC1	-3	-5	6	-17	17	-14	-1.6	12	-13	-4
CCn1c(=O)cc(N2CCN(C(=O)c3ccco3)CC2)[nH]c1=O	-1	-1	-5	nt	nt	-7	0.6	5	0	-5
O=C(OC1CCOC1=O)c1cccc(S(=O)(=O)Nc2cccc(Cl)c2)c1 (configuration not stated)	-2	-1	7	18	-18	6	1.3	0	-3	2
C/C(=N\Nc1nnc2c3ccccc3n(C)c2n1)c1ccc(C)o1	-2	2	9	18	-18	-10	-0.9	5	-14	13
CC(C)c1cccc(C(C)C)c1OC(=O)NC(=O)c1c(F)cccc1F	-6	2	8	-19	19	-2	-1.3	7	0	6
CCn1cc(Br)c(C(=O)N2CCN(c3ccccc3)CC2)n1	5	nt	-4	-10	10	-8	-0.3	-1	-7	-5
N/C(=N\NS(=O)(=O)c1ccccc1C(F)(F)F)c1ccccn1	-3	1	-4	7	-7	-4	-0.7	0	-10	-3
COc1ccccc1N1CCN(C(=O)CCN2C(=O)c3cccc4cccc(c34)C2=O)CC1	3	0	0	-6	6	-3	-0.9	1	-7	-18
Cc1[nH]nc(SCC(=O)N2CCCCC2)c1[N+](=O)[O-]	5	3	-4	24	-24	-16	0.6	2	-3	nt
Cc1nc(C(=O)N(C)C)nn1-c1ccc([N+](=O)[O-])cc1	-1	-1	12	17	-17	-2	-2.5	1	2	-6
Cc1nn(C(C)C(=O)N2CCOCC2)c(=O)c2nn(-c3ccccc3)c(C)c12 (configuration not stated)	-6	0	-1	-7	7	-14	nt	-2	-4	2
CCOC(=O)c1cc2c(n(-c3ccc(Cl)cc3)c1=O)CCCC2=O	-5	-1	2	-11	11	3	-0.6	2	-3	-4
CCC(CC)C(=O)Nc1cc(=O)n(C)c(=O)n1C	0	-2	-5	0	0	-11	0.0	5	-10	9
O=C(COC(=O)c1c2c(nc3ccccc13)CCCC2)c1cccs1	-2	nt	2	-51	51	-8	-1.0	-1	-13	-7
C#CC(C)(C)NC(=O)CSc1nc2c(c(=O)n(C)c(=O)n2C)n1CCCC	5	-3	1	8	-8	-20	0.7	-3	-7	nt
Cc1ccc(S(=O)(=O)Cn2nnnc2C(c2ccc(F)cc2)N2CCCCC2)cc1 (configuration not stated)	7	nt	-5	6	-6	-8	-3.5	1	-3	8
CN(C)S(=O)(=O)c1cccc(NC(=O)c2n[nH]c(=O)c3ccccc23)c1	4	-1	5	-9	9	-20	-1.6	3	-20	0
COC(=O)CSc1nnc(-c2ccccn2)n1N	0	2	-3	15	-15	-22	-8.1	1	0	nt
COc1ccc(CCNC(=O)c2cc(C(=O)c3cc(Cl)ccc3O)cn(CCc3ccc(OC)cc3)c2=O)cc1	4	-8	-7	-37	37	-9	1.1	-1	-12	-5
CCOC(=O)c1csc(NC(=O)C2CCCCC2)n1	1	15	3	nt	nt	-9	0.1	10	3	70
COc1ccc(Cl)c(NC(=O)Cn2nnc(-c3ccccc3N)n2)c1	0	-2	-2	-36	36	-12	1.6	-2	-3	-7
CCCNC(=O)c1cc(-c2ccccc2)c(N2CCCCC2)s1	-2	2	9	-17	17	-5	0.9	1	-5	-12
Cc1ccc(NC(=O)c2cccs2)cc1NC(=O)c1cccnc1	-2	0	-5	-22	22	-18	0.3	3	-5	-15
Cc1nn(C(C)(C)C)c(NC(=O)c2ccc(Cl)cc2)c1Br	nt	1	-4	25	-25	-14	-0.4	nt	0	nt
Cc1c(/C=C/C(=O)c2ccc(Cl)s2)cnn1C	8	61*	-7	5	-5	-6	1.7	-1	-12	nt
CCOC(=O)c1c(NC(=O)c2ccccc2)sc2c1CCc1ccccc1-2	-12	-8	nt	-23	23	8	-0.4	1	-9	28
CCCC1Nc2ccc(C(=O)O)cc2C2C=CCC12 (configuration not stated)	-2	nt	17	-3	3	-5	-2.9	5	-4	-1
COc1ccccc1NC(=O)COc1ccccc1	-4	-1	-5	-5	5	1	1.6	5	0	16
Cc1ccc(-n2c(C)cc(C(=O)COC(=O)c3ccc[nH]c3=O)c2C)cc1C	1	13	5	-37	37	6	2.3	0	-4	6
CN1C(=S)SC(N(O)C(=O)Nc2ccc(Cl)c(Cl)c2)C1(C)C (configuration not stated)	-1	nt	33	2	-2	1	1.4	-4	1	5
COc1ccc(C2C(C#N)=C(N)Oc3c2c(C)nn3-c2ccccc2)cc1Cn1nc(C)c([N+](=O)[O-])c1C (configuration not stated)	13	nt	4	-21	21	-19	-3.7	14*	-4	-1
Cc1ccc(S(=O)(=O)n2cnc3ccccc32)c(C)c1	1	0	26	2	-2	-14	0.3	-3	1	0
Cc1ccc(C)c(OCC(=O)NCC(C)(C)N2CCOCC2)c1	1	-2	nt	nt	-6	4	-0.1	-5	-1	-3
Nn1c(COc2cccc(Cl)c2)nc2ccccc2c1=O	4	nt	-6	7	-7	-4	-2.2	1	-6	52
COCCn1nnnc1C(c1ccc(OC)cc1)N1CCN(C(=O)c2ccco2)CC1 (configuration not stated)	5	0	-14	5	-5	-8	-3.0	-1	1	3
COc1ccc(S(=O)(=O)N2CCOCC2)cc1NC(=O)Cc1coc2cc(C)c(C)cc12	-1	-3	1	nt	-13	-11	-0.3	0	-13	-4
O=C(O)C1CC=CCC1C(=O)Nc1ccccc1C(=O)N1CCN(c2ccc(F)cc2)CC1 (configuration not stated)	6	-2	2	-10	10	-8	1.5	-2	-2	-1
CN1CCS/C1=C/C=C1/SC(=S)N(Cc2ccccc2)C1=O	96*	?	-2	5	-5	1	-3.5	0	-10	52
CCCc1nc2ccccc2c(=O)n1CC(=O)c1ccc(F)cc1	8	0	-12	15	-15	-8	1.2	-2	-13	9
O=C(NCCN1CCCCCC1)c1ccc(N2CCCC2=O)cc1	1	nt	11	6	-6	-19	-0.4	4	-1	nt
CC1(C)CC(=O)c2c(O)cc(O)cc2O1	-5	nt	-5	18	-18	-10	1.3	-5	-3	-3
CCOc1ccc(/C=N/NC(=S)NC2CC3CC2C2C=CCC32)cc1 (configuration not stated)	nt	4	6	4	-4	-3	1.4	nt	2	nt
CC(C)Cc1ccc(C2=CSC3=NCCN23)cc1	6	-6	4	6	-6	-114	-0.5	0	-10	-13
Cc1ccc(S(=O)(=O)N2CCCC(C(=O)NNCC(=O)Nc3cc(F)ccc3F)C2)cc1 (configuration not stated)	0	-1	1	-1	1	-5	0.8	-1	-5	-7
COc1cccc(-c2nnc(SCC(=O)NCc3ccc4c(c3)OCO4)n2Cc2ccco2)c1	2	nt	9	2	-2	-21	-3.1	-9	-14	7
(further entries)
SMILES	RTF Ca sens act	Wnt bcat act	Rtt109 Vps75	SR-BI uptake up	SR-BI DiI inh	PvdQ acylase	CDK5 p35 inh	HTR5A ag	dFosB act	MITF TRPM1 HTS
Cc1c(C(=O)O)oc2ccc(S(=O)(=O)NCc3ccccc3)cc12	3	nt	3	26	-26	-5	-1.0	3	-8	-3
COc1ccc(NC(=O)c2cc(S(=O)(=O)N3CCCCC3)c[nH]2)c(OC)c1	0	-2	11	8	-8	-6	0.3	-4	-3	-1
CCc1nn2cc(C(=O)c3cc(C)ccc3O)cnc2c1-c1ccc(F)cc1	4	-5	11	-49	49	-8	1.4	-2	8	-10
CC(C)(C)NC(=O)Cn1c(SCC(=O)Nc2nccs2)nc2ccccc21	12	-1	-2	17	-17	3	0.3	nt	2	nt
COc1ccc2oc(C(=O)OCC(=O)N3CCN(C(C)=O)CC3)c(C)c2c1	-1	-2	5	-14	14	0	-0.5	-4	-6	4
COc1cccc(C2C3(C#N)C(N)=NC(OC)(OC)C23C#N)c1 (configuration not stated)	7	nt	-3	14	-14	-13	0.9	6	4	-8
COc1ccc(N(CC(=O)N2CCN(c3cccc(C)c3)C(C)C2)S(=O)(=O)c2c(C)n[nH]c2C)cc1 (configuration not stated)	0	-1	3	-14	14	-5	-5.4	3	-13	-8
COC(=O)c1ccc(C(=O)Nc2ccc(C(C)C)cc2N)cc1	-4	nt	12	-3	3	7	-1.0	2	1	68
Cc1ccc(S(=O)(=O)Nc2cccnc2)cc1C	0	0	-3	9	-9	-16	2.0	7	-3	nt
CN(C)S(=O)(=O)c1ccc(/C(O)=C2/C(=O)C(=O)N(Cc3cccnc3)C2c2ccco2)cc1 (configuration not stated)	3	nt	7	6	-6	-13	0.6	-2	2	-1
Clc1ccc(-c2nc3ncccn3c2Nc2ccc3c(c2)OCO3)cc1	10	4	2	3	-3	-2	-0.4	0	-8	nt
CCN(CC)C(=O)CC(c1ccc(N(C)C)cc1)c1c(OC)cc(OC)c2ccc(=O)oc12 (configuration not stated)	-2	1	-7	-14	14	5	0.3	-2	-4	-4
CSc1ccccc1NC(=O)COC(=O)Cc1cccs1	-2	-1	-6	9	-9	9	-0.2	-4	-7	7
